# Assay outcomes as filed in PubChem BioAssay.
# NSD2 inh – inhibitors of human histone methyltransferase NSD2; NSD2 peptide methylation, AlphaScreen, 120 min; actives 0.54% (n = 310,000); O96028; AID 743445; inhibition, % at 12.5 µM; in the data active means inhibition above about 50%
# PfHsp90 set2 – reduces growth (ATP signal) of yeast expressing P. falciparum Hsp90; inhibition, % at 9.4 µM; actives 0.32% (n = 310,000); S. cerevisiae expressing PfHsp90, BacTiter-Glo ATP, 48 h; yeast lacking PDR1 and PDR3 efflux regulators;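 active means every replicate shows inhibition above about 80%, whatever the replicate mean, limit read from the data; inconclusive means mean inhibition reaches the set limit but some replicate falls short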;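 further: 0% = DMSO neutral controls and 100% = 20 µM radicicol positive controls; yeast relying on Plasmodium falciparum Hsp90 in place of its own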
# MITF TRPM1 HTS – activators of MITF-driven TRPM1 promoter activity in SK-MEL-5 cells. SK-MEL-5 TRPM1-promoter luciferase, 24 h; % of positive control, neutral wells = 0. activation, % at 12.5 µM. actives 0.75% (n = 300,000). AID 588334;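 active means mean activation of at least 80% with every replicate also reaching 80%; inconclusive means mean reaches 80% but some replicate falls short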;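 further: 0% = neutral control wells and 100% = parthenolide positive control wells; values of inactives mirror those of a sister screen read the other way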
# PvdQ inh – blocks Pseudomonas aeruginosa PvdQ acylase activity; purified PvdQ acylase, fluorescence plate reader; inhibition, % at 10 µM; actives 0.063% (n = 340,000); in the data active means inhibition above about 30%, passing the limit was not always enough; inconclusive means no clear call, values can overlap the other calls;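 further: 0% = vehicle neutral wells and 100% = reference inhibitor wells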
# SR-BI HDL uptake – inhibitors of mouse SR-BI mediated HDL lipid uptake; ldlA[mSR-BI] CHO cells, DiI-HDL uptake fluorescence, 3 h; inhibition, % at 12.5 µM; actives 0.96% (n = 320,000); AID 488896;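 active means mean replicate inhibition of at least 70% and a set share of replicates each scoring 70 or more; inconclusive means meets just one of the two criteria; inactive means fails both criteria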;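 further: 0% = median of neutral control wells and 100% = median of positive control wells; values of inactives mirror those of a sister screen read the other way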
# Target sequence (Q61009 whole entry, looked up): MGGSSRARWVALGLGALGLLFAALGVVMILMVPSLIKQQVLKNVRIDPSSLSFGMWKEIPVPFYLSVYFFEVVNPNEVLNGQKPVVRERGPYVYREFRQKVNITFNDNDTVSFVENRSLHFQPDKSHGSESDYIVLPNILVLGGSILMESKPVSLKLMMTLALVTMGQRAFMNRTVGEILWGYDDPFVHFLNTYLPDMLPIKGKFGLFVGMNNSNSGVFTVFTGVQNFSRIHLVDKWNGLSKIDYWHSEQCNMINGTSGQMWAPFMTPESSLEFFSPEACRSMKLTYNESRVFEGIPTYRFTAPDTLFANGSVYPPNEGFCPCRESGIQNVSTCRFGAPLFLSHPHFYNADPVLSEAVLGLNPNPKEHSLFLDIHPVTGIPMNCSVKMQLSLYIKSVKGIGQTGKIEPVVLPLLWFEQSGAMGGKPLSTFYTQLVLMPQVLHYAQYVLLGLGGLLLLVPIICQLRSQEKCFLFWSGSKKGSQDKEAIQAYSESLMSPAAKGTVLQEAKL
# Rtt109 Vps75 – blocks Candida albicans Rtt109/Vps75 acetyltransferase activity; Q5AAJ8; purified Rtt109/Vps75, ThioGlo CoA-SH fluorescence, 4 h; inhibition, % at 34.9 µM; actives 0.16% (n = 330,000); AID 540336;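 active means inhibition of at least 50% in every replicate; inconclusive means best replicate reaches 50% inhibition but some replicates fall short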
# Target sequence (Q5AAJ8 whole entry, looked up): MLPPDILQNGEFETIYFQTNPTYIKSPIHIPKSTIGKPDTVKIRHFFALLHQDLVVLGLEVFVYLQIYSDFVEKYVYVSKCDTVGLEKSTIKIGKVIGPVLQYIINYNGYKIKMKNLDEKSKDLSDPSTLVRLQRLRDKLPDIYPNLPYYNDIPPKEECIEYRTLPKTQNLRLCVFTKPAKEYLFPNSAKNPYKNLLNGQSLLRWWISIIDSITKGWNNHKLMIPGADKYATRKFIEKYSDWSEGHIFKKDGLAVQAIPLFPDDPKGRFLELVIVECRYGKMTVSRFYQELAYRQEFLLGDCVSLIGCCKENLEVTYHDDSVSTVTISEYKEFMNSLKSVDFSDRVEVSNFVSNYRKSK
# CAL PDZ FP-1 – human CAL PDZ-peptide interaction inhibition; actives 0.02% (n = 330,000); purified CAL PDZ, TMR-peptide fluorescence polarization, 1 h; AID 504414; inhibition, % at 20 µM; Q9HD26;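 active means highest replicate inhibition of at least 40%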;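 further: plate controls were DMSO neutral control wells for no effect and unlabeled competitor peptide control wells for full effect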
#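 Test system: purified CerCALP PDZ construct; Compound dosing: one concentration, 20 µM compound; Also added: TMR-labelled reporter peptide T*-PRC34 bound in PDZ groove; Read-out: inhibition from polarization loss; Controls: unlabelled peptide and DMSO controls; Signal: FP readout, S and P plane fluorescence; Incubation: 1 h at RT.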
# dFosB act – enhances mouse delta FosB homodimer DNA binding; purified delta FosB, TAMRA-CDK5 oligo fluorescence polarization; percent of positive-control signal above neutral wells; activation, % at 25 µM; actives 0.99% (n = 340,000); AID 493131;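 active means mean activation above about 17%, with every replicate also reaching it, limit read from the data, passing the limit was not always enough; inconclusive means only one of the two conditions met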;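 further: fluorescence polarization rise as delta FosB binds a TAMRA Cdk5 AP-1 oligo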
# SR-BI DiI-HDL act – enhances SR-BI lipid uptake from DiI-HDL | CHO ldlA[mSR-BI] cells, DiI-HDL uptake fluorescence, 3 h; 100 = double the neutral-control signal | activation, % at 12.5 µM | actives 0.096% (n = 320,000);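 active means mean replicate activation of at least 60% and every replicate at or above 60%; inconclusive means mean or all-replicate condition met, but not both; inactive means mean below 60% and not all replicates reaching 60%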;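 further: 0% = median plate neutral-control signal and 100% = twice that signal; values of inactives mirror those of a sister screen read the other way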
#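 System: CHO ldlA[mSR-BI] cells / Medium: HEPES-buffered (25 mM, pH 7.4) F12 plus 0.5% BSA / Probe or stimulus: labelled HDL, 10 µg/mL / Doses: single compound concentration, delivered by pin transfer / Schedule: 3 h, 37 °C / Measured by: DiI fluorescence, bottom read / Measure: cell-associated DiI fluorescence as measure of HDL uptake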
# CAL PDZ FP-2 – inhibitors of human CAL PDZ peptide binding | actives 0.92% (n = 300,000) | inhibition, % at 24.9 µM | purified CAL PDZ, TMR-peptide fluorescence polarization, 1 h | AID 602252 | Q9HD26;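 active means mean inhibition of at least 30% with at least half of replicates also reaching 30%; inconclusive means no clear call, values can overlap the other calls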;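 further: 0% = DMSO neutral control and 100% = excess unlabeled competitor peptide PRC23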
# * marks the source's active call; other numbers are inactive results; ? = inconclusive; · = not tested or not shown. Rows were taken by chance. Share with any hit: about 4.3%.
NSD2 inh	PfHsp90 set2	MITF TRPM1 HTS	PvdQ inh	SR-BI HDL uptake	Rtt109 Vps75	CAL PDZ FP-1	dFosB act	SR-BI DiI-HDL act	CAL PDZ FP-2	smiles
1	-18	3	-5	13	18	-0.1	-6	-13	·	O=C(N1CCC(n2nc(-c3ccccc3)oc2=O)CC1)C1(c2ccc(Cl)cc2)CC1
-1	-19	-30	5	25	·	-2.7	-8	-25	-6	CCOC(=O)c1c(NC(=O)CSc2ncnc3ccccc23)sc(C(C)=O)c1C
0	16	-12	-6	-20	·	-0.8	-1	20	3	O=C(Cc1ccccc1)N1CCNCC1
-2	·	-10	-14	23	4	0.2	-12	-23	1	Cc1c(C(=O)N2CCN(c3ccccc3)CC2)oc2c(Cl)cccc12
·	16	6	8	47	·	-0.3	-2	-47	-1	COC(=O)c1cccc(NC(=O)c2ccc[n+]([O-])c2)c1
0	-14	-6	-10	-13	-5	0.7	-15	13	·	COc1ccc(NC(=O)CN(C)CC(=O)N(CC(C)C)c2c(N)n(CC(C)C)c(=O)[nH]c2=O)cc1
·	-19	-5	-9	-12	-6	-0.8	-9	12	-1	Cc1cc(Nc2ccc(F)c(Cl)c2)n2nc(C)nc2n1
-3	7	10	-19	78*	-11	-1.1	0	-78	2	COc1ccc(Cl)cc1NC(=O)Nc1cccc([N+](=O)[O-])c1C
5	-2	45	-18	-5	3	-0.4	-3	5	-6	CC(C)(C)c1ccc(C(=O)c2cn[nH]c2-c2ccccc2O)cc1
0	1	3	6	-26	17	-0.8	-3	26	-10	Cc1c(Cl)cccc1NC(=O)NN1CCN(C)CC1
24	2	45	2	21	5	-1.4	-5	-21	-2	CCOc1ccc(/C=C2\SC(N3CCCCC3)=NC2=O)cc1
-3	21	-8	-6	6	-4	-1.4	-1	-6	·	NS(=O)(=O)c1ccc(NC(=O)COC(=O)c2ccco2)cc1
-8	·	·	-14	19	2	-0.8	1	-19	1	COc1cc(C)nc(NC(=O)COc2ccc(Cl)cc2C)n1
0	1	7	-8	-17	5	-1.5	-2	17	-2	O=C1ON=C(c2ccccc2)/C1=C/c1ccccc1
-4	-8	0	-8	4	4	-0.4	2	-4	-4	C/C(=N/NC(=O)c1ccncc1)c1ccc2c(c1)OCO2
-1	-4	-4	8	-17	7	-0.2	0	17	-2	CCCCCC(=O)Oc1cccc(N2C(=O)C3CCCCC3C2=O)c1 (configuration not stated)
1	-57	10	-25	-4	-1	-2.2	-11	4	-1	CC1(C)C2CCC1(CS(=O)(=O)Nc1ccc(S(=O)(=O)N3CCCCC3)cc1)C(=O)C2 (configuration not stated)
-2	4	·	-15	19	-3	-2.4	3	-19	-4	Cn1c(N)c(C(=O)Nc2cccc(Cl)c2)c(=O)n(C)c1=O
-1	-35	3	-12	0	-1	-2.2	-9	0	0	COC(=O)c1sc(NC(=O)CSc2nc3cccnc3n2C)nc1C
·	7	0	-13	3	-1	-0.6	0	-3	-6	Cc1noc(C)c1CN1C(=O)c2cccc([N+](=O)[O-])c2C1=O
-1	14	-3	-8	-18	-3	-1.1	-8	18	-9	CS(=O)(=O)Nc1ccc(C(=O)Nc2ccccc2Sc2ccccc2)cc1
·	-11	·	-4	-12	·	-2.6	-6	12	-5	Nc1nc(NCc2ccco2)nn1-c1ccccc1
4	9	1	-16	-15	2	-0.5	-2	15	-3	CN1CCC(OC(=O)c2ccco2)CC1
-2	-40	·	-6	-36	-7	-0.9	-1	36	0	COc1ccc(NC(=O)OC(CN2CCCCC2)C(F)(F)F)cc1 (configuration not stated)
2	-10	7	-7	17	-4	-0.3	-10	-17	4	COCc1c(Br)c(C)nc(OCC(=O)N/N=C/c2cc(C)n(-c3ccc([N+](=O)[O-])cc3)c2C)c1C#N
1	-6	-8	4	·	3	-0.9	-1	·	2	Cc1cnc(C)c(N2CCN(Cc3nc(-c4ccccc4)no3)CC2)n1
-5	1	21	-7	-6	-2	-0.4	-6	6	0	CC1CCN(CCCCOc2ccc(C(=O)c3ccccc3)cc2)CC1
73*	19	3	-1	-15	8	0.0	6	15	0	CCOc1ccc(C(CC(=O)O)NC(=O)C23CC4CC(CC(C4)C2)C3)cc1OC (configuration not stated)
4	1	2	-5	-28	0	-0.3	-7	28	-2	COc1ccc(CCN(C)CCC(=O)Nc2ccc(C)cc2)cc1OC
0	36	-3	9	9	3	-0.7	0	-9	-2	CC(=O)Nc1ccc(NC(=O)C(C)OC(=O)c2cccc(S(=O)(=O)N3CCCCCC3)c2)cc1 (configuration not stated)

# The final two records of the part before lead into the next.
NSD2 inh	PfHsp90 set2	MITF TRPM1 HTS	PvdQ inh	SR-BI HDL uptake	Rtt109 Vps75	CAL PDZ FP-1	dFosB act	SR-BI DiI-HDL act	CAL PDZ FP-2	smiles
4	1	2	-5	-28	0	-0.3	-7	28	-2	COc1ccc(CCN(C)CCC(=O)Nc2ccc(C)cc2)cc1OC
0	36	-3	9	9	3	-0.7	0	-9	-2	CC(=O)Nc1ccc(NC(=O)C(C)OC(=O)c2cccc(S(=O)(=O)N3CCCCCC3)c2)cc1 (configuration not stated)
-4	7	-2	-9	21	-1	-1.1	-7	-21	·	CCOc1cccc(/C=N/NC(=O)C2CCCC2)c1O
1	9	-2	-18	·	-2	-1.2	-4	·	-1	Cc1ccccc1NC(=O)Cn1nc(C(=O)O)c2ccccc2c1=O
1	4	-30	21	-5	4	-0.1	-8	5	·	Cc1ccc(NC(=S)NNc2ncc(C(F)(F)F)cc2Cl)cc1
-1	21	-9	-12	-18	2	0.3	-9	18	·	O=C(NC1CC1)c1cccc(S(=O)(=O)N2CCOCC2)c1
-5	-17	0	-16	-13	-5	-2.9	-15	13	-1	O=C(CN1C(=O)NC2(CCCC2)C1=O)Nc1ccccc1N1CCCC1
0	-3	·	-12	32	-5	-0.5	-13	-32	0	CC(C)CC(c1nnnn1CC1CCCO1)N1CCN(c2nc3ccccc3s2)CC1 (configuration not stated)
-2	2	·	-11	-2	-6	0.5	4	2	-3	CC1CCCCC1NC(=O)c1ccc(S(=O)(=O)N2CCN(C)CC2)cc1 (configuration not stated)
0	·	-7	-14	53	4	-3.0	-7	-53	1	CC1CCCC(C)N1C(=O)COC(=O)C1CCN(S(=O)(=O)c2c(Cl)cccc2Cl)CC1 (configuration not stated)
-2	25	-10	-6	22	-10	0.4	?	-22	1	O=C(NC1CCCc2ccccc21)C1CCN(S(=O)(=O)c2cccc3nsnc23)CC1 (configuration not stated)
1	5	7	-34	-6	9	-1.7	-11	6	-4	O/N=C(\c1ccc(Cl)cc1Cl)c1ncc(C(F)(F)F)cc1Cl
-2	2	·	5	11	7	-1.0	6	-11	-1	CCc1ccc(CCC(=O)Nc2ccc(Cl)cc2)o1
2	-22	5	-13	16	·	-2.1	-8	-16	-2	COc1cccc(-n2c(-c3ccco3)nc3nc4ccccc4nc32)c1
2	·	-10	-10	23	1	-1.2	-10	-23	0	C#CCn1c(S(=O)(=O)Cc2ccc(OC)cc2)nc(-c2ccccc2)c1-c1ccccc1
·	-42	-3	-2	38	-5	-2.3	-12	-38	-2	COc1ccc(C2=CC(=O)C[C@H](c3ccc(F)cc3)C2)cc1OC
97*	-4	-12	4	-7	8	0.6	-13	7	4	Cc1ccc(C)c(S(=O)(=O)/N=C2\C=C(NS(=O)(=O)c3ccccc3)C(=O)c3ccccc32)c1
1	-9	-1	-7	-34	-1	-2.2	1	34	-2	COC(=O)c1ccccc1OC(=O)c1cc[n+]([O-])cc1
0	-7	6	-8	13	-3	-0.5	7	-13	5	O=c1c2cc([N+](=O)[O-])ccc2nc2n1CCCC2
1	6	5	-3	33	3	-1.2	-3	-33	-3	O=C(c1ccccc1F)N1CCN(C(=O)C(c2ccccc2)c2ccccc2)CC1

# Single entries from the list.
# COC(=O)c1ccccc1OC(=O)c1cc[n+]([O-])cc1 @ PfHsp90 set2: -9
# O=C(CN1C(=O)NC2(CCCC2)C1=O)Nc1ccccc1N1CCCC1 @ PvdQ inh: -16
# COc1ccc(C2=CC(=O)C[C@H](c3ccc(F)cc3)C2)cc1OC @ Rtt109 Vps75: -5
# CC1CCCC(C)N1C(=O)COC(=O)C1CCN(S(=O)(=O)c2c(Cl)cccc2Cl)CC1 (configuration not stated) @ CAL PDZ FP-1: -3.0
# Cn1c(N)c(C(=O)Nc2cccc(Cl)c2)c(=O)n(C)c1=O @ NSD2 inh: -2
# Cc1ccc(C)c(S(=O)(=O)/N=C2\C=C(NS(=O)(=O)c3ccccc3)C(=O)c3ccccc32)c1 @ Rtt109 Vps75: 8
# CC(C)(C)c1ccc(C(=O)c2cn[nH]c2-c2ccccc2O)cc1 @ PfHsp90 set2: -2

# Shown with values under each structure: three of the compounds above.
# Results follow in this order: NSD2 inh | PfHsp90 set2 | MITF TRPM1 HTS | PvdQ inh | SR-BI HDL uptake | Rtt109 Vps75 | CAL PDZ FP-1 | dFosB act | SR-BI DiI-HDL act | CAL PDZ FP-2
> CC1CCCC(C)N1C(=O)COC(=O)C1CCN(S(=O)(=O)c2c(Cl)cccc2Cl)CC1 (configuration not stated)
 : 0 | · | -7 | -14 | 53 | 4 | -3.0 | -7 | -53 | 1
> O=C(NC1CCCc2ccccc21)C1CCN(S(=O)(=O)c2cccc3nsnc23)CC1 (configuration not stated)
 : -2 | 25 | -10 | -6 | 22 | -10 | 0.4 | ? | -22 | 1
> O/N=C(\c1ccc(Cl)cc1Cl)c1ncc(C(F)(F)F)cc1Cl
 : 1 | 5 | 7 | -34 | -6 | 9 | -1.7 | -11 | 6 | -4
